SW480 rereplic = A quantitative high throughput screen for small molecules that induce DNA re-replication in SW480 colon adenocarcinoma cells; SW480 DNA re-replication, Hoechst DNA content imaging, 48 h; Potency, µM (series often up to 46.1 µM), for the others: at the top dose re-replication activation, actives largely listed as activators; 340,000 tested, 1.8% active; AID 624297, 2012; further: potency means the concentration at half of the fitted maximal effect; % of control where 0% means no effect; nearly all actives have a fitted effect of over 55% in size
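Readout is total intensity of Hoechst-stained nuclei, excited at 405 nm and collected at 500-530 nm. Compound treatment lasted 48 hr at 37 C in 5% CO2 before staining.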
HT1080NT lethal = qHTS for induction of synthetic lethality in tumor cells producing 2HG: qHTS for the HT-1080-NT fibrosarcoma cell line; HT-1080-NT fibrosarcoma viability, CellTiter-Glo ATP luminescence, 48 h; Potency, µM (top dose mostly 46.1 µM), inactives show at the top dose activity, negative = less viability, most hits filed as cytotoxic; 360,000 tested, 1.6% active;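 further: NT is the 2HG producing partner of a matched IDH1 knockdown line; potency means the concentration at half of the fitted maximal effect; 0% = DMSO-treated cells and -100% = media-only wells without cells; nearly all actives have a fitted effect of over 55% in size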
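Luminescent CellTiter-Glo readout after 48 hours of compound exposure at 37 degrees C defined viability of HT-1080-NT cells. Activity was normalized to DMSO wells and cell-free media wells; concentration-response curves were fitted and assigned curve classes.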
MCF10A rereplic = A quantitative high throughput screen for small molecules that induce DNA re-replication in MCF 10a normal breast cells. Potency, µM (highest dose often 46.1 µM), for inactives: top-dose activity, positive = re-replication, actives largely listed as activators. AID 624296, 2012. 350,000 tested, 2.9% active. MCF 10A DNA re-replication, Hoechst nuclear intensity, 48 h; further: potency means the concentration at half of the fitted maximal effect; % of control where 0% means no effect; nearly all actives have a fitted effect of over 50% in size
HT1080 IDH1KD tx = qHTS for induction of synthetic lethality in tumor cells producing 2HG: qHTS for the HT-1080-IDH1KD cell line; HT-1080 IDH1 knockdown viability, ATP luminescence, 48 h; Potency, µM (doses to about 46.1 µM), for inactives: at the top dose activity, negative = toxicity, usual class: cytotoxic; 360,000 tested, 2% active; AID 686971, 2013;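 further: potency means the concentration at half of the fitted maximal effect; 0% = DMSO wells and -100% = cell-free medium wells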
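In this qHTS, HT-1080 cells depleted of IDH1 are exposed for 48 h at 37 °C to compound titrations. Toxicity is scored from CellTiter-Glo luminescence, with DMSO as full viability and medium alone as none.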
ATXN2 expr inh = Primary qHTS for Inhibitors of ATXN expression; HEK-293 ATXN2-luciferase reporter, luminescence, 24 h; Potency, µM (titrated, usually from 57 µM), inactives show at the top dose activity change, negative = inhibition, usual class: inhibitors; 360,000 tested, 0.72% active; further: potency means the concentration at half of the fitted maximal effect; on the % scale 0 is the no-effect control and ±100 the full control effect; nearly all actives have a fitted effect of over 55% in size
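ATXN2-luciferase reporter cells (luciferase flanked by upstream and downstream ATXN2 gene portions) were treated 24 h at 37 °C with compounds at up to 57 uM. SteadyGlo luminescence gave expression; GF-AFC fluorescence gave viability.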
KB-3-1 tox = qHTS assay for MDR1-selective chemotherapeutics: Primary screen using the parental adenocarcinoma cell KB-3-1; KB-3-1 viability, CellTiter-Glo ATP luminescence, 72 h; Potency, µM (series often up to 46.1 µM), inactives show at the highest dose activity change, negative = cytotoxic, usual class: cytotoxic; 400,000 tested, 1.4% active; AID 1347075, 2019; further: potency means the concentration at half of the fitted maximal effect; on the % scale 0 is the no-effect control and ±100 the full control effect; nearly all actives have a fitted effect of over 60% in size
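Using CellTiter-Glo luminescence, growth of non-resistant KB-3-1 adenocarcinoma cells is assessed 72 h after pin-tool compound addition at 37 °C. Normalized responses across the concentration series yield fitted curves.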
ATXN viability = Viability Counterscreen for Primary qHTS for Inhibitors of ATXN expression; Potency, µM (series often up to 56.7 µM), hits mostly cytotoxic; AID 651635, 2014; 400,000 tested, 0.49% active; S2 cells (HEK-293 line with an ATXN2-luciferase reporter) viability, CellTiter-Fluor protease fluorescence, 24 h; further: potency means the concentration at half of the fitted maximal effect; nearly all actives have a fitted effect of over 40% in size
IL1B secr inh = qHTS for Inhibitors of Inflammasome Signaling: IL-1-beta AlphaLISA Primary Screen; AID 743279, 2014; activity change, % at 57.5 µM; 360,000 tested, 4.7% active; THP-1 LPS/ATP IL-1B secretion, AlphaLISA, 16 h; active compounds read low; in the data active means activity change below about -50%; inconclusive means mostly about -30% to -49%; further: on the % scale 0 is the no-effect control and ±100 the full control effect
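THP-1 cells pretreated 1 hr with compounds (up to 57.5 uM final), then stimulated with LPS (250 ng/mL final) plus ATP (1.25 mM final); secreted IL-1B measured by AlphaLISA after 16 hr, decreased signal indicating inhibition.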
HepG2 viability = qHTS for Inhibitors of TGF-b: Cytotox Counterscreen; HepG2 CAGA-GFP viability, ATP luminescence, 18 h; Potency, µM (doses to about 46.1 µM), for inactives: at the top dose activity change, negative = cytotoxicity, actives largely listed as cytotoxic; 410,000 tested, 0.76% active; further: potency means the concentration at half of the fitted maximal effect; some results filed as inactive show a strong effect at the top dose
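CellTiter-Glo luminescence gave cytotoxicity after 18 hours at 37 degrees C. The cells were HepG2 CAGA-GFP in 1% FBS DMEM, stimulated with 500 pg/mL TGF-beta after compound addition. %Activity was normalised to no-cell wells (complete cell-killing) and DMSO (no toxicity), and curves were fitted and classified.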
Numbers without * were called inactive; i = inactive; ? = inconclusive; · = no result given; [ ] = dose if it differs, or a comment. Unless noted, the call rests on the fitted dose curve; in most records, active means well fitted curve in the direction sought with a large enough effect; inconclusive means small, poorly fitted or top-dose-only effect, or another doubt; inactive means no such curve, though single readings can be large; an effect the other way counts as inactive or inconclusive. An unsorted share of the library (roughly 8.9% active in at least one column).

SMILES	SW480 rereplic	HT1080NT lethal	MCF10A rereplic	HT1080 IDH1KD tx	ATXN2 expr inh	KB-3-1 tox	ATXN viability	IL1B secr inh	HepG2 viability
O=S(=O)(c1ccc(NC(=S)N/N=C/c2cccc(Oc3ccccc3)c2)cc1)N1CCOCC1	?	-23%	0%	-23%	-27%	2%	i	0	-2%
Cc1ccc(Cl)cc1N1CCN(C(=O)CSc2cc(=O)n(C)c3ccccc23)CC1	·	·	·	·	?	-1%	i	·	-32%
CC(SC1=NCCN1S(C)(=O)=O)c1ccccc1 (stereo unspecified)	-13%	-1%	9%	1%	·	-1%	i	-7	-7%
O=[N+]([O-])c1ccc(N2CCCC2)cc1NC(c1ccccc1)c1ccccc1	-4%	16%	4%	13%	-3%	3%	i	1	8%
C/C(=N\NC(=O)c1nnn(-c2nonc2N)c1CN1CCCCC1)c1ccccc1O	15µM*	?	13%	?	-1%	?	i	95	-16%
O=C(Nc1nccs1)C1C2/C=C\CCCCC21 (stereo unspecified)	19%	-13%	?	-22%	11%	-7%	i	-15	-62%
Cc1cnc(SCc2cnc(C)nc2N)nc1	-18%	4%	0%	8%	7%	12%	i	-3	1%
CN(CC(=O)Nc1ccccc1Cl)C(=O)COC(=O)Cc1c(F)cccc1Cl	0%	-1%	5%	7%	-10%	-1%	i	-23	-14%
C=CCNc1nc(NCCCN2CCCC2=O)c2sc(-c3ccccc3)cc2n1	·	?	·	?	-31%	0%	i	·	-13%
CCc1cccc(NS(=O)(=O)c2ccc3c(c2)n(C)c(=O)n3C)c1	-2%	-12%	21%	-16%	-20%	0%	i	-26	-24%
COc1cccc(OCc2cc(C(=O)N(C)C3CC(C)(C)NC(C)(C)C3)no2)c1	-1%	-7%	2%	-5%	-1%	-6%	i	-16	-14%
COc1ccccc1N(CC(=O)Nc1ccc(S(=O)(=O)N2CCOCC2)cc1)S(C)(=O)=O	-6%	4%	1%	-3%	-28%	-3%	i	-14	-15%
COc1ccc(C(=O)O)cc1Nc1cc(C)nc2ncnn12	-2%	-1%	-2%	1%	0%	1%	i	1	-2%
CCOc1ccc(N(CC(=O)NCCSCc2ccc(Cl)cc2)S(C)(=O)=O)cc1	-9%	-15%	-4%	-11%	·	-1%	i	-13	-13%
COc1ccc(NC(=O)N(C)C[C@@H]2Oc3cc(Br)ccc3S(=O)(=O)N([C@H](C)CO)C[C@H]2C)cc1	·	1%	·	13%	-2%	9%	i	3	-19%
CCc1cccc(C)c1NC(=O)CCOc1ccccc1	-3%	0%	14%	1%	10%	13%	i	9	-27%
COCc1ccc(CN2CCC(C(=O)Nc3cccc(-c4cccc(Cl)c4)c3)CC2)o1	?	15µM*	?	16µM*	?	?	?	-97*	-96%
COc1cc(C(C[N+](=O)[O-])c2c(-c3ccccc3)cc3ccccn23)cc(OC)c1OC (stereo unspecified)	12µM*	?	?	-2%	-7%	?	i	?	-34%
CCOc1cc(/C=N/NC(N)=O)cc(Br)c1OCC(=O)Nc1ccccc1C	-6%	-22%	?	-25%	-13%	3%	?	2	-19%
COc1cccc(CCNC(=O)CCc2nnc(-c3ccc4c(c3)OCO4)o2)c1	?	-21%	3%	-25%	22%	?	i	9	8%
COc1ccc(N2CCN(C(=O)CNC(=O)c3ccco3)CC2)cc1	-13%	6%	-4%	8%	2%	2%	i	0	-3%
CCC(c1ccccc1)c1nc(-c2cccnc2)no1 (stereo unspecified)	-4%	-1%	-3%	-6%	7%	4%	i	19	-13%
COc1ccc2c(c1OC)C(=O)N1c3ccccc3COC21 (stereo unspecified)	-1%	3%	14%	1%	49%[activator]	-1%	i	-10	-21%
O=c1[nH]c2ccccc2nc1-c1nnnn1Cc1ccccc1	·	12%	·	9%	3%	17%	·	20	·
O=C1N=c2ccccc2=C1c1sc(=S)n(Cc2ccccc2Cl)c1O	16µM*	12%	1%	4%	-18%	?	?	22	-33%

The list continues:
SMILES	SW480 rereplic	HT1080NT lethal	MCF10A rereplic	HT1080 IDH1KD tx	ATXN2 expr inh	KB-3-1 tox	ATXN viability	IL1B secr inh	HepG2 viability
CCC(C)[C@@H](CN(N=O)[C@@H](Cc1ccccc1)CN(C)N=O)N(CCc1ccccc1)N=O (stereo partly specified)	-7%	0%	-10%	16%	-10%	-25%	i	-2	-21%
COc1ccc(-c2ocnc2C(=O)N2CCN(C(c3ccccc3)c3ccccc3)CC2)cc1	29%	-2%	0%	-24%	-15%	0%	i	2	4%
CSc1nc(-c2ccccc2)nc(NC(=O)C(C)C)c1C(C)=O	-101%[inhibitor]	1%	9%	-3%	·	-2%	i	-2	0%
Cc1cccc(OCC(=O)OCC(=O)c2c(N)n(C)c(=O)n(C)c2=O)c1	1%	3%	1%	5%	-1%	1%	i	2	4%
Cc1sc2ncn(CC(=O)NCCN3CCOCC3)c(=O)c2c1S(=O)(=O)N1CCC(C)CC1	-3%	5%	18%	-3%	-3%	12%	i	18	2%
O=C(Nc1ccc([N+](=O)[O-])cn1)c1cc(-c2cccc(Br)c2)nc2ccccc12	-3%	0%	-1%	2%	-1%	-4%	i	0	-4%
NC(=O)COC(=O)c1ccc2noc(-c3ccccc3)c2c1	?	7%	0%	0%	37%[activator]	25%	i	-5	6%
COC(=O)c1c(C(=O)OC)c(-c2ccc(Cl)c(Cl)c2)n2c1CCC2	-5%	-11%	?	-5%	-32%	4%	i	-25	-46%
COc1ccc(CCNC(=O)CSCc2ccc(C)cc2)cc1OC	-5%	-1%	-6%	3%	-13%	-7%	i	6	7%
O=S(=O)(NCCS(=O)(=O)N1CCN(c2ccccc2)CC1)c1ccc(F)cc1	-331%[inhibitor]	-13%	1%	-7%	-21%	-3%	i	11	-10%
CCCCc1ccc(-c2csc(/C(C#N)=C/c3ccco3)n2)cc1	?	19%	18%	5%	1%	4%	i	-12	-3%
O=C(OCC(=O)N1CCN(c2ccccc2)CC1)c1ccc(Cl)cc1[N+](=O)[O-]	1%	12%	-4%	4%	0%	-12%	i	-9	6%
O=c1[nH][nH]c(=O)c2nc(Nc3ccccc3)ncc12	-1%	8%	-7%	8%	6%	24%	i	-16	6%
CCOC(=O)c1c(C)n(C)c2cc(Br)c(O)c(O)c12	-1%	-8%	17%	-1%	·	4%	i	0	-16%
CCOC(=O)c1c(CSc2ccccc2)oc2cc(Br)c(O)c(CN(C)C)c12	-6%	-21%	?	-3%	-12%	-20%	i	-26	-15%
CCOC(=O)C1=CN(Cc2ccc(OC)cc2)C=C(C(=O)OCC)C1c1cccs1	?	-4%	18µM*	1%	2%	-17%	i	-64*	-3%
COC(=O)c1cc2c(n1S(=O)(=O)c1ccc(C)cc1)C(=O)C(=O)c1[nH]cc(C(=O)OCc3ccccc3)c1-2	?	9.2µM*	8%	3.7µM*	3µM*	3.3µM*	4.7µM*	-85*	0.71µM*
COc1ccccc1CNC(=O)C1(C)CCN1Cc1ccc2ccccc2c1 (stereo unspecified)	·	?	·	?	-25%	0%	i	-10	-34%
COc1ccc2[nH]c3c(=O)n4c(nc3c2c1)SCCC4	?	?	?	?	5%	6%	i	2	-6%
COc1cc(C(=S)N2CCOCC2)cc(OC)c1OS(=O)(=O)c1ccc(NC(C)=O)cc1	-4%	2%	0%	4%	1%	4%	i	2	-3%
CN(Cc1ccccc1)c1ccc2cc(S(=O)(=O)N3CCCCC3)ccc2n1	·	·	·	·	0%	-4%	i	·	-14%
COc1cc(/C=C2\C(=O)N(c3ccc(S(N)(=O)=O)cc3)N=C2C)ccc1OC(=O)c1ccco1	-32%[inhibitor]	-2%	10%[9.22 µM]	2%	16%	-1%	i	1	-5%
Nc1[nH][nH]c(=O)c1N=Nc1cccc(Cl)c1	-21%	-4%	-49%[inhibitor]	-18%	-25%	-20%	?	?	0%

Gathered by group: the entries above containing an NH in an aromatic ring
SMILES	SW480 rereplic	HT1080NT lethal	MCF10A rereplic	HT1080 IDH1KD tx	ATXN2 expr inh	KB-3-1 tox	ATXN viability	IL1B secr inh	HepG2 viability
O=c1[nH]c2ccccc2nc1-c1nnnn1Cc1ccccc1	·	12%	·	9%	3%	17%	·	20	·
O=c1[nH][nH]c(=O)c2nc(Nc3ccccc3)ncc12	-1%	8%	-7%	8%	6%	24%	i	-16	6%
COC(=O)c1cc2c(n1S(=O)(=O)c1ccc(C)cc1)C(=O)C(=O)c1[nH]cc(C(=O)OCc3ccccc3)c1-2	?	9.2µM*	8%	3.7µM*	3µM*	3.3µM*	4.7µM*	-85*	0.71µM*
COc1ccc2[nH]c3c(=O)n4c(nc3c2c1)SCCC4	?	?	?	?	5%	6%	i	2	-6%
Nc1[nH][nH]c(=O)c1N=Nc1cccc(Cl)c1	-21%	-4%	-49%[inhibitor]	-18%	-25%	-20%	?	?	0%

Another view of some results above:
| SMILES | SW480 rereplic | HT1080NT lethal | MCF10A rereplic | HT1080 IDH1KD tx | ATXN2 expr inh | KB-3-1 tox | ATXN viability | IL1B secr inh | HepG2 viability |
| --- | --- | --- | --- | --- | --- | --- | --- | --- | --- |
| O=c1[nH][nH]c(=O)c2nc(Nc3ccccc3)ncc12 | -1% | 8% | -7% | 8% | 6% | 24% | i | -16 | 6% |
| CCOC(=O)c1c(C)n(C)c2cc(Br)c(O)c(O)c12 | -1% | -8% | 17% | -1% | · | 4% | i | 0 | -16% |

Bioassay records as filed in PubChem.
